BoNT F protease: BoNT F light chain protease inhibition; Multiplex microsphere protease cleavage assay, flow cytometry; inhibition, % at 10 µM; 360,000 compounds, 0.22% hits; AID 588497; in the data active means inhibition above about 35%, passing the limit was not always enough; inconclusive means no clear call, values can overlap the other calls; further: plate controls were buffer without enzyme for full effect and enzyme alone for no effect
Anthrax LF inh2: blocks Bacillus anthracis lethal factor protease. 360,000 compounds, 0.12% hits. P15917. inhibition, % at 10 µM. multiplex microsphere protease cleavage assay, LF; further: plate controls were buffer without enzyme for full effect and enzyme alone for no effect
Mtb FBA inh: inhibitors of M. tuberculosis fructose-bisphosphate aldolase | P9WQA3 | purified M. tuberculosis FBA, fluorescence read-out | inhibition, % at 1 µM | 360,000 compounds, 2.3% hits | AID 588726; in the data active means inhibition above about 27%;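 further: 0% = vehicle and 100% = reference inhibitor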
Target sequence (P9WQA3 whole entry, looked up): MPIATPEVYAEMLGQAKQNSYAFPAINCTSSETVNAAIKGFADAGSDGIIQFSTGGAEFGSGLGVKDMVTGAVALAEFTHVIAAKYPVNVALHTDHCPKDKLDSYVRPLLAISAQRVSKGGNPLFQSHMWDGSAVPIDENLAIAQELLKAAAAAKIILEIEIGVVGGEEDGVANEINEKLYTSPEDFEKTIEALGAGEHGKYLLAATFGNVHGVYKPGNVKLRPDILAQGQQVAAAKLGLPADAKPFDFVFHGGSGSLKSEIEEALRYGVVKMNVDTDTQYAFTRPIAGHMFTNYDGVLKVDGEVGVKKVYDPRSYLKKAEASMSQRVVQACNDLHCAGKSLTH
FadD28 FP inh: blocks FadD28 binding to the bisubstrate probe. fluorescence polarization. inhibition, % at 12.5 µM. 360,000 compounds, 0.22% hits; in the data active means inhibition above about 8.5%, passing the limit was not always enough; inconclusive means no clear call, values can overlap the other calls
UGM FP inh: blocks M. tuberculosis UGM enzyme. P9WIQ1. purified UGM, fluorescence polarization probe displacement. inhibition, % at 10 µM. 320,000 compounds, 0.06% hits. AID 504406; in the data active means inhibition above about 10%, passing the limit was not always enough; inconclusive means no clear call, values can overlap the other calls
Target sequence (P9WIQ1 whole entry, looked up): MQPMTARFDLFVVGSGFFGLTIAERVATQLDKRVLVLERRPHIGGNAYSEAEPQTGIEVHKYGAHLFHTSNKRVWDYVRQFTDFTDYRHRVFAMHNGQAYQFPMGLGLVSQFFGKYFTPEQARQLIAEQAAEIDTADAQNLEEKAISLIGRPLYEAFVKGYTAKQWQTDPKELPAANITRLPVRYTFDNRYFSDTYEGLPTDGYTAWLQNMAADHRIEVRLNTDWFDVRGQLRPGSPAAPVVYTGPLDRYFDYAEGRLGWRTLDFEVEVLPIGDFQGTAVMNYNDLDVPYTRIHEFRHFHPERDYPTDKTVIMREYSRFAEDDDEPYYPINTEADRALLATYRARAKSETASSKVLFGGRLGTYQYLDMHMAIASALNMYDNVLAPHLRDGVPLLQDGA
BioA inh: BioA (M. tuberculosis) enzyme inhibition. purified M. tuberculosis BioA enzyme, plate reader. inhibition, % at 9.99 µM. 360,000 compounds, 0.096% hits. AID 602481; in the data active means inhibition above about 40%; inconclusive means no clear call, values can overlap the other calls
PfHsp40 rescue: compounds rescuing yeast from Plasmodium falciparum HSP40 toxicity | S. cerevisiae expressing PfHsp40, growth rescue, ATP luminescence | growth rescue, % at 12.5 µM | 340,000 compounds, 0.68% hits; in the data active means growth rescue above about 28%, passing the limit was not always enough; inconclusive means no clear call, values can overlap the other calls;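 further: yeast W303a lacking pdr1 and pdr3 grown in galactose medium; growth measured after three days at 30 °C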
BoNT A protease: BoNT A light chain protease inhibition. AID 588499. inhibition, % at 10 µM. multiplex microsphere protease substrate cleavage, flow cytometry. 360,000 compounds, 0.17% hits; further: plate controls were buffer without enzyme for full effect and enzyme alone for no effect
GDH-TPI inh: GDH-TPI coupled enzyme inhibition counter-screen | GDH-TPI coupled enzyme counterscreen, NADH absorbance | inhibition, % at 4.8 µM | 360,000 compounds, 1.2% hits; in the data active means inhibition above about 30%;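 further: 0% = DMSO wells and 100% = wells lacking the enzyme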
Active calls of the source: *; ? = inconclusive; . = no result given. Unless noted, no stated cut-off is given here; in the data, active means inhibition above about 30%; inconclusive means no clear call, values can overlap the other calls; inactive means below that.

Every second line gives: BoNT F protease, Anthrax LF inh2, Mtb FBA inh, FadD28 FP inh, UGM FP inh, BioA inh, PfHsp40 rescue, BoNT A protease, GDH-TPI inh
Cc1cccc(NC(=S)N(CCc2ccncc2)C(C)C)c1C
→ 8, -9, 2, -0.1, 0.5, ., -0.9, 0.4, -4
O=C(CCl)N(Cc1cc(=O)[nH]c2ccccc12)c1ccccc1
→ -15, -5, 0, -1.5, 0.1, ., -0.1, -0.3, 16
CC(C)Cc1ccc(-c2ccc3nccn3c2)cc1
→ 3, -3, 6, -2.7, ., 8.0, ., 0.3, 12
COc1cc(O)c(NC(C)=O)c2nonc12
→ 27, 6, 0, -0.5, 2.5, -2.5, -0.3, ?, -5
COc1ccc(S(=O)(=O)N2CCCC2CNC(=O)C(=O)NCc2ccccn2)cc1 (stereo unspecified)
→ -8, ?, 24, -1.4, -0.9, -0.5, -0.9, -6.4, 13
Nn1c(SCc2cccc3ccccc23)nnc1-c1ccco1
→ 2, -2, 2, -3.5, 1.2, 0.4, 0.0, -0.2, 8
O=C(N=C1SC2CS(=O)(=O)CC2N1c1ccccc1C(F)(F)F)C1CCCO1 (stereo unspecified)
→ -5, -3, 1, -0.7, -2.3, ., -0.6, -1.9, -10
CSCCC(NC(=O)c1ccco1)C(=O)NCCc1ccc(F)cc1 (stereo unspecified)
→ -17, 1, 0, -0.5, -1.4, 0.4, -1.3, -2.7, 4
CCO/N=C(/C)c1c(O)cc(-c2ccccc2)n(-c2ccccc2)c1=O
→ 0, 1, 2, 0.5, 1.6, ., 0.9, 0.6, 3
COc1ccc(NC(=O)CSc2ccc(-c3cccnc3)nn2)cc1
→ ., ., 1, -3.9, 0.0, 1.3, -1.0, ., 6
c1ccc(CNCCC(Cc2ccccc2)c2ccco2)cc1 (stereo unspecified)
→ -1, 12, 4, -2.0, -0.1, -0.7, -0.5, 3.8, -7
Cc1cc(C(=O)OCC(=O)Nc2cccc(S(N)(=O)=O)c2)c(C)o1
→ ., ., 0, -2.5, 0.0, -0.9, -0.4, ., 1
CC(=O)Nc1ccc(NC(=O)CSc2ccc3nnc(-c4cccnc4)n3n2)cc1
→ 7, -1, -4, -3.5, -3.2, -0.7, -1.1, 4.1, -5
COc1ccc(NC(=O)[C@H](C)NC(=O)C2CCN(S(=O)(=O)c3ccc(C)cc3)CC2)cc1
→ 1, -2, -2, 0.8, -0.6, -1.3, 9.1, -0.3, 2
COc1ccc(CCNC(=O)[C@@H](NC(N)=O)C(C)C)cc1
→ 0, 2, 0, -3.1, -2.6, ., -0.7, -0.3, -7
COc1ccc(Cl)cc1NC(=S)NCc1cccs1
→ -1, -6, 1, -0.7, 0.2, 2.8, 1.2, -0.2, 2
COc1ccc(C(=O)Nn2c(C)ccc2C)cc1OC
→ -31, -17, 5, -3.4, -1.5, -0.4, 0.8, 1.7, 1
COc1ccc(CNC(=O)CN2C(=O)NC(C)(c3cccc4ccccc34)C2=O)cc1OC (stereo unspecified)
→ -2, -2, 0, -4.6, -0.8, -1.2, 0.4, -0.1, -13
COc1cc(NC(=O)c2cc(-c3ccccc3)nc3c2cnn3C(C)C)cc(OC)c1OC
→ -3, 8, -2, -3.5, 2.3, -0.6, -0.1, -0.2, -6
CN(C)c1ccc(NC(=O)CCn2c(=S)oc3ccccc32)cc1
→ -57, -15, -2, -0.7, 2.2, ., -0.2, -0.6, -1
COc1ccc(N(C(=O)c2ccn[nH]2)C(C(=O)NC2CCCC2)c2ccc(F)cc2)cc1 (stereo unspecified)
→ -13, 0, 2, -5.5, 5.4, -0.2, -1.3, 1.4, -14
CC(=O)OCn1ncc(N2CCOCC2)c(Br)c1=O
→ 0, 9, 0, -0.9, 0.0, -2.1, -1.0, 0.9, 21
O=C(Nc1ccc(Cl)cc1)OC(CN1CCCCC1)C(F)(F)F (stereo unspecified)
→ -8, 2, 4, -2.5, -0.3, 2.0, -0.2, -0.3, 8
O=C(NC(=S)N1CCCCCC1)c1ccccc1
→ 4, 2, -1, 1.2, -1.6, -0.4, 0.3, 3.1, 6
COC(=O)c1cc(CNC(=O)C(C)NS(=O)(=O)c2ccc(C)c(C)c2)ccc1OC (stereo unspecified)
→ -16, 0, 2, -2.2, -1.2, -0.8, 0.2, -3.6, 0
CCCn1c(SCC(=O)NCc2ccco2)nc2c1c(=O)n(C)c(=O)n2C
→ -1, 0, 0, -1.1, 1.3, 0.3, 1.4, 1.0, 5
Cc1ccc(S(=O)(=O)N2CCC(=O)N(CCOCc3cccc(C)c3)CC2)cc1
→ 1, 3, 2, -1.8, 2.5, 0.2, 1.1, 0.2, 1
CC(=O)N1C(c2ccccc2O)C[C@]2(C)CC(=O)NC12 (stereo partly specified)
→ 6, 3, 5, -1.1, 0.4, ., -1.1, 0.3, 2
COc1ccc(N(CCC#N)C(=O)/C(C#N)=C\c2cccs2)cc1
→ 4, -10, 1, 0.3, -0.4, ., 0.8, -0.6, 37*
Cc1nnsc1C(=O)NC1CCCc2c1cnn2-c1cc(F)cc(F)c1 (stereo unspecified)
→ 0, 1, 0, -1.1, 0.6, 1.2, -1.1, 3.0, 3

A few values from above.
COc1cc(O)c(NC(C)=O)c2nonc12 in Anthrax LF inh2: 6
Cc1nnsc1C(=O)NC1CCCc2c1cnn2-c1cc(F)cc(F)c1 (stereo unspecified) in UGM FP inh: 0.6
CC(=O)OCn1ncc(N2CCOCC2)c(Br)c1=O in BoNT F protease: 0
CCO/N=C(/C)c1c(O)cc(-c2ccccc2)n(-c2ccccc2)c1=O in BoNT A protease: 0.6
Cc1cc(C(=O)OCC(=O)Nc2cccc(S(N)(=O)=O)c2)c(C)o1 in GDH-TPI inh: 1

Remaining list, next part
molecule | BoNT F protease | Anthrax LF inh2 | Mtb FBA inh | FadD28 FP inh | UGM FP inh | BioA inh | PfHsp40 rescue | BoNT A protease | GDH-TPI inh
COc1ccc(Cl)cc1S(=O)(=O)N1CCCC(C(=O)N2CCOCC2)C1 (stereo unspecified) | 4 | -1 | 1 | 0.0 | 1.9 | -0.3 | -0.9 | 5.7 | 4
COc1ccc(OC)c(NC(=O)Cn2cnc3c(cnn3-c3ccccc3)c2=O)c1 | -14 | 5 | 2 | -0.2 | 3.6 | 1.9 | 0.9 | -0.2 | 9
COc1ncnc2c1ncn2CCCNCCN1CCOCC1 | -4 | -4 | -4 | -3.7 | . | 7.5 | . | 0.2 | -6
Cc1cc(N2CCN(S(=O)(=O)c3ccccc3)CC2)c2ccccc2n1 | 0 | 0 | 0 | -3.5 | -1.3 | -0.5 | -0.8 | 1.1 | 13
Cc1cc2c(OCC(O)CNCc3ccco3)cccc2[nH]1 (stereo unspecified) | 1 | 16 | -3 | -1.8 | -0.5 | 13 | 0.2 | 1.0 | 1
COc1cccc2c(Nc3ccccc3C)cc(C)nc12 | ? | -3 | -1 | -6.3 | 1.0 | 6.5 | 0.2 | -1.2 | 6
COC(=O)COc1nc(C)c2c(c1C#N)CC(C)(C)OC2 | -20 | 2 | 8 | 0.1 | -0.8 | -1.1 | 0.7 | -0.1 | 8
Cn1c(CC(=O)c2ccc(Br)cc2)[n+](C)c2ccccc21 | -1 | -2 | 3 | 0.7 | -2.2 | . | 0.5 | -0.6 | -6
COc1ccc(C(=O)N2CCN(C(=O)c3ccco3)CC2)cc1 | -3 | -14 | -1 | -1.7 | 0.4 | -0.3 | 0.7 | 0.5 | 19
COCCNC(=O)c1ccc2c(=O)n(Cc3ccco3)c(SCC(=O)Nc3ccc(OC)cc3OC)nc2c1 | 2 | 0 | 4 | 1.8 | -2.0 | 1.6 | 0.3 | 0.1 | 9
COc1cc([N+](=O)[O-])ccc1NC(=S)Nc1cccc(C(=O)O)c1 | 3 | 2 | 7 | -5.2 | -0.5 | -1.8 | -1.0 | 0.1 | 4
CCCOc1ccc(C(=O)Nc2cc(S(=O)(=O)N3CCOCC3)ccc2N2CCOCC2)cc1 | -5 | -5 | -2 | -2.5 | -3.0 | 0.1 | -0.9 | -2.9 | 3
CCn1c(COc2ccc(Cl)c(C)c2)nnc1SCC(=O)N1CCCC1 | -2 | -1 | 1 | -3.6 | -1.3 | 4.0 | 0.8 | ? | -4
COc1ccc(/C=N/NC(=O)C[n+]2ccccc2)c(OC)c1 | 0 | -4 | -1 | 0.0 | -0.6 | . | -1.6 | -0.6 | 8
COc1cc(C2/C(=C(/O)c3ccc(OCC(C)C)cc3)C(=O)C(=O)N2CCN(C)C)ccc1O (stereo unspecified) | 5 | -4 | -3 | -0.2 | 1.9 | 1.2 | -0.1 | 0.4 | 6
Cc1ccc(CNC(=O)COC(=O)c2cncc(Br)c2)cc1 | 1 | 6 | -1 | 0.0 | 0.7 | -0.9 | -0.3 | 8.1 | -1
COc1ccc(S(=O)(=O)NCc2ccco2)c2ccccc12 | 2 | -10 | 0 | -2.8 | 3.1 | 0.1 | 1.8 | 0.2 | 14
C/C(CC(=O)Nc1ccccn1)=N\NC(=O)c1ccc([N+](=O)[O-])cc1Cl | -2 | 2 | 1 | -2.5 | -3.0 | -1.6 | 0.1 | -0.2 | 2
CCCCOc1ccc(Cl)cc1CSc1n[nH]c(C)n1 | -3 | -1 | 2 | -6.5 | -0.3 | 0.0 | -1.1 | -1.0 | -9
Cc1cc(OCC(=O)N2CCCC2)cc(C)c1Cl | 2 | 3 | -3 | 0.6 | -0.2 | -0.7 | 1.1 | 0.7 | 0
COc1ccc(-n2nnc3c(=O)n(CC(=O)NCC4CCCO4)cnc32)cc1 (stereo unspecified) | -8 | -1 | 4 | -2.2 | -0.9 | -0.4 | -0.2 | -0.3 | 4
Oc1[nH]c2ccccc2c1C=Nc1ccccc1 | -13 | -8 | -6 | -2.0 | 2.1 | -2.3 | 0.0 | -0.6 | 34*
O=P(Cc1cc(Br)cc(Br)c1OCCO)(c1ccccc1)c1ccccc1 | ? | 8 | 0 | -1.4 | 0.4 | . | -0.2 | 6.5 | 0
COc1ccc(/C=C/C(=O)c2ccc3c4c(cccc24)CC3)cc1OC | 5 | 7 | 0 | -3.2 | 3.3 | . | 1.5 | 16 | 9
Cc1nn(C(C)C(=O)NCCCN2CCCC2)c(=O)c2nn(-c3ccccc3)c(C)c12 (stereo unspecified) | -3 | -1 | 2 | 0.4 | -1.9 | 3.0 | -0.6 | 0.6 | -6
COC(=O)[C@@]12CCCN1[C@H](c1ccc(-c3ccc4c(c3)OCO4)c(OC)c1)[C@H]1C(=O)N(C)C(=O)[C@H]12 | -17 | -2 | 2 | -3.0 | 2.2 | 2.3 | 0.1 | -1.8 | 11
CC(SCc1ccccc1)C(=O)Nc1ccc(F)cc1 (stereo unspecified) | 0 | -3 | 2 | -2.3 | -0.7 | 0.8 | -1.5 | -0.6 | 2
O=c1c(-c2ccccc2)cnc2n1CCS2 | -5 | -1 | 3 | -0.3 | -3.0 | . | -0.3 | -0.6 | 11
CC(=O)c1cc(C#N)c(Oc2cccc(C(F)(F)F)c2)nc1C | -18 | -1 | 2 | -1.2 | -0.7 | -1.9 | -0.3 | -0.1 | 3
N#CCCn1cc(C(=O)O)c(-c2cccs2)n1 | -5 | -2 | 0 | -0.2 | -1.9 | . | 20 | -0.2 | 2
Cc1cc(C)n(-c2cc(N3CCN(S(=O)(=O)c4ccc(C)c(C)c4)CC3)ccc2[N+](=O)[O-])n1 | -4 | -4 | 0 | -4.2 | -0.3 | 0.3 | -1.4 | -0.6 | 0
Cn1cccc1/C=N/n1c(-c2ccccc2)n[nH]c1=S | 4 | 2 | -4 | -0.6 | 4.6 | -4.9 | 0.9 | -0.8 | 33*
CC(C)(C)c1nnc(NS(C)(=O)=O)s1 | 32 | 3 | 3 | -1.7 | 1.8 | -0.1 | -0.4 | 4.0 | 3
COC(=O)[C@H]1C[C@@H]1[C@H](NC(=O)c1cc(C)on1)c1ccccc1 | -4 | 5 | 1 | -2.4 | 2.6 | -0.8 | -2.7 | 0.4 | 2

Compounds shown so far that have a COOH group, in the order listed:
molecule | BoNT F protease | Anthrax LF inh2 | Mtb FBA inh | FadD28 FP inh | UGM FP inh | BioA inh | PfHsp40 rescue | BoNT A protease | GDH-TPI inh
COc1cc([N+](=O)[O-])ccc1NC(=S)Nc1cccc(C(=O)O)c1 | 3 | 2 | 7 | -5.2 | -0.5 | -1.8 | -1.0 | 0.1 | 4
N#CCCn1cc(C(=O)O)c(-c2cccs2)n1 | -5 | -2 | 0 | -0.2 | -1.9 | . | 20 | -0.2 | 2
